Source: PubChem BioAssay (several laboratories)
CaV13 ICDI inh – Primary screen for inhibitors of IQ motif and Ca2+-dependent inactivation inhibitor domain binding in CACNA1D, Förster resonance energy transfer in living cells, …; inhibition, % at 12.3 µM; HEK cells, CFP/YFP FRET ICDI-IQ, plate reader, 10 min; percent FRET-ratio fall versus neutral wells; 340,000 compounds, 0.098% hits; AID 743397;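 active means mean replicate inhibition of at least 30% and at least 1% of replicates passing that level; inconclusive means only one of the two criteria is met; inactive means neither criterion is met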;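 further: 0% = median of the neutral control wells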
ABCB6 inh 2 – inhibitors of human ABC transporter ABCB6. K562-ABCB6 porphyrin accumulation, flow cytometry, 1 h; active compounds read low. Q9NP58. fluorescence ratio to DMSO, % at 10 µM. 360,000 compounds, 0.19% hits;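 active means fluorescence ratio to DMSO below 75%, the collection mean minus 3 SD; inconclusive means too few cells collected in the well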;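 further: signal is porphyrin accumulated inside mitochondria; 100% equals median channel fluorescence of DMSO control wells; lower ratio means ABCB6 inhibition with less porphyrin fluorescence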
Target sequence (Q9NP58 whole entry, looked up): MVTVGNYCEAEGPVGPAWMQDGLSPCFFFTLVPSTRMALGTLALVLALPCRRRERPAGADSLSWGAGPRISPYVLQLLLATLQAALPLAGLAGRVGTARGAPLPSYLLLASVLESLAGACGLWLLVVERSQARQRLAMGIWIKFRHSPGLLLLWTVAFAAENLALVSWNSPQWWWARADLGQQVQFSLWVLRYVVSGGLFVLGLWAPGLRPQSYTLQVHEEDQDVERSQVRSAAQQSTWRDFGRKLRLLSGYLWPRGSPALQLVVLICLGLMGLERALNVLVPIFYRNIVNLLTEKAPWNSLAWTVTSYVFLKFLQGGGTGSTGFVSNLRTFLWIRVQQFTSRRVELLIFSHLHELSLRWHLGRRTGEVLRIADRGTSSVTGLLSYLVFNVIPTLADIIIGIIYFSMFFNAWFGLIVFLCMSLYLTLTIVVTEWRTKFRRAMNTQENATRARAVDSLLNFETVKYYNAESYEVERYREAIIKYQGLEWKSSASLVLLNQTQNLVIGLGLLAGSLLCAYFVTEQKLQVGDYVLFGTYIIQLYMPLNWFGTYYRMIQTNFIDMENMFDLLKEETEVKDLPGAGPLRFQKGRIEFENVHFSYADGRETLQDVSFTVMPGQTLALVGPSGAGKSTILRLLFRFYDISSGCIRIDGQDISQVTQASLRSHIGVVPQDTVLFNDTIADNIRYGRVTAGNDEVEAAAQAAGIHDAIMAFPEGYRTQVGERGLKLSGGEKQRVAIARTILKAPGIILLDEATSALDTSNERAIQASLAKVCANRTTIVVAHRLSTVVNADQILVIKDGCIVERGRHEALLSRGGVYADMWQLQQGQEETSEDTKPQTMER
H9c2 protect – protects H9c2 cardiomyocytes from peroxide injury. protection from H2O2 cell death, % at 20 µM. AID 588492. 360,000 compounds, 0.63% hits. H2O2 injury protection, ATPLite, 2 h;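 active means compounds giving at least 50% protection of heart cells from peroxide-induced death in the single-dose screen, raw or plate-pattern-corrected value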;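 further: 0% = DMSO wells with peroxide and 100% = DMSO wells without peroxide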
PDI turbidity – inhibitors of human protein disulfide isomerase; P07237; PDI insulin aggregation turbidity, A650, 90 min; inhibition, % at 10 µM; 350,000 compounds, 0.052% hits; AID 588391;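 active means mean inhibition across replicates of 30% or more, whatever share of single replicates reach that level; inconclusive means mean inhibition below 30% while every single replicate reaches 30%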;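 further: absorbance from insulin aggregation driven by PDI reduction with DTT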
N-glyco inh – N-linked glycosylation inhibition. D54 ERlucT glycosylation luciferase reporter, 24 h; percent of 100 nM tunicamycin response. reporter increase, % at 12.5 µM. 360,000 compounds, 0.23% hits;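 active means mean luciferase reporter signal, scaled so untreated is 0 and the glycosylation-blocking control 100, at or above a set limit in every replicate; inconclusive means mean reaches the limit but not every replicate does; inactive means mean below the limit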;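 further: luciferase carries N-glycosylation sites so blocking glycosylation raises the light; 0% = median of neutral control wells and 100% = median of 100 nM tunicamycin wells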
Exocytosis inh – lytic granule exocytosis inhibition | TALL-104 LAMP-1 surface exposure, flow cytometry; cells stimulated with thapsigargin and PMA | inhibition, % at 10 µM | 360,000 compounds, 0.66% hits;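 active means inhibition above about 55%, limit read from the data; inconclusive means no clear call, values can overlap the other calls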
ABHD5-PLIN5 inh – blocks binding of human ABHD5 to perilipin-5 | Q00G26+Q8WTS1 | Split G. princeps luciferase complementation, luminescence, 4 h | inhibition, % at 4 µM | AID 602281 | 360,000 compounds, 0.78% hits;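 active means inhibition above the mean inhibition across every tested compound plus 3 SD, cut at about 22% in these data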;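 further: 0% = DMSO only wells and the 100% control is not disclosed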
MC4R ag barr – activates human MC4R beta-arrestin recruitment; activation, % at 8.9 µM; 360,000 compounds, 0.98% hits; AID 540308; U2OS MC4R beta-arrestin complementation, luminescence; percent of melanotan II response, DMSO zero;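 active means activation above a per-plate cutoff, the mean activation of sample wells on that plate plus 3 SD, cut at about 8% in these data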
MC4R antagonist – human MC4R antagonism in cAMP assay | AID 540295 | 360,000 compounds, 0.48% hits | MC4R-expressing cells, MTII-stimulated cAMP, LANCE TR-FRET | P32245 | inhibition, % at 6.5 µM;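 active means inhibition above its plate's cutoff, the mean of tested wells on that plate plus 3 SD, cut at about 29% in these data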;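 further: 0% = Melanotan II alone and 100% = Melanotan II plus saturating MCL0020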
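Test system: U2OS cells stably expressing human melanocortin 4 receptor (MC4R); also added: Melanotan II challenge; compound: 6.5 µM single dose; timing: 30-min compound preincubation, 1-h Melanotan II challenge, 1-h detection, room temperature; signal: Eu-cAMP/anti-cAMP TR-FRET, emission 671 nm; repeats: one well per compound, no replicates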
HTR2A ag – mouse HTR2A agonism via beta-arrestin recruitment; activation, % at 7.6 µM; 360,000 compounds, 0.66% hits; CHO-K1 mHTR2A beta-arrestin complementation, luminescence; percent of 30 µM serotonin response; P35363;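 active means activation above a run cutoff, the mean activation of all tested compounds plus 3 SD, cut at about 14% in these data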;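 further: 0% = plate median of compound wells and 100% = 30 µM serotonin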
* = called active by the depositor; u = inconclusive; x = no result given.

SMILES	CaV13 ICDI inh	ABCB6 inh 2	H9c2 protect	PDI turbidity	N-glyco inh	Exocytosis inh	ABHD5-PLIN5 inh	MC4R ag barr	MC4R antagonist	HTR2A ag
COC(=O)/C=c1/s/c(=C(\C#N)C(=O)NCc2ccco2)n(-c2ccccc2)c1=O	-6	85	12	-4	5	-1	18	2.1	0	6
O=C(Nn1cnnc1)c1ccccc1F	-4	88	-1	1	-1	-5	4	-2.7	2	0
O=C(CP(=O)(c1ccccc1)c1ccccc1)Nn1cnnc1	x	98	10	3	-7	-2	6	-0.2	-3	-1
O=C(c1cccc(F)c1)N1CCN(S(=O)(=O)c2ccc(C(F)(F)F)cc2)CC1	-8	93	-1	-2	-3	1	2	0.6	4	-3
Cc1ccc(-n2c(SCC(=O)O)nc3sc4c(c3c2=O)CCCC4)cc1	-19	97	-2	-10	5	2	-2	2.2	9	3
O=S1(=O)CC(O)C(O)CS1 (configuration not stated)	-9	96	x	x	x	2	5	x	x	1
Cc1nc(Cl)c(C(=O)NC(=O)NCc2ccccc2)c(C)c1Cl	-4	98	0	-4	-3	0	-3	-0.4	5	6
COC(=O)c1cccc(C23CC4(C2)[C@H](CN(Cc2ccc(-c5ccccc5)cc2)[C@@H]4c2ccccc2)C3c2ccccc2)c1 (some centres not stated)	-10	93	-4	-7	-1	-7	-4	-1.4	5	5
COc1ccc(N(CC(=O)NCC2CCCO2)C(=O)CCC(=O)Nc2nccs2)cc1 (configuration not stated)	-5	110	-2	-3	3	-1	-5	-1.0	3	0
O=C(CCc1c[nH]c2ccccc12)N1CCCC1	-2	99	-4	7	1	-5	0	-1.1	3	-3
CC1(C)C2CC=C(/C=N/NC(=O)c3ccccc3O)C1C2 (configuration not stated)	-13	96	-4	3	0	-1	1	-2.2	24	2
COCCNC(=O)C1CCCN(C(=O)c2nc(C)oc2C)CC1 (configuration not stated)	-14	89	-11	1	2	-7	2	2.0	-6	2
Cc1ccc(CSCC(=O)N/N=C/c2ccc(OCC(=O)Nc3ccc(C)cc3)cc2)cc1	x	x	-13	-17	0	-3	-1	16*	4	-4
O=C(CC1Oc2ccccc2NC1=O)NCCCN1CCN(C2CCCCC2)CC1 (configuration not stated)	u	97	1	4	-5	-3	6	0.8	4	6
CCOC(=O)c1c(C)n(CC(O)CN(CC)CC)c2cc(Br)c(OC)cc12 (configuration not stated)	-2	92	3	-6	0	0	-5	-0.8	5	-5
O=C(CCSc1ccccc1)Nc1ccc(S(=O)(=O)N2CCOCC2)cc1	-5	99	-10	-11	-3	-3	-5	-0.7	10	3
COCCn1c(SCC(=O)Nc2cccc(C(=O)OC)c2)nc2ccccc2c1=O	-6	88	47	-13	1	-2	-1	0.0	-5	4
Cc1cc(C)cc(Nc2nc3ccccc3c(=O)[nH]2)c1	-7	99	38	2	-3	-2	-7	6.9	2	4
S=c1[nH]cc(Oc2ccc(Cl)cc2Cl)c(=S)[nH]1	-9	97	4	0	1	-2	-5	0.2	6	-12
COc1ccc(S(=O)(=O)Nc2cc3c4c(c2)CC(=O)N4CCC3)cc1OC	-12	115	20	-8	4	6	5	3.5	-5	0
CC(CC(=O)Nc1ccc(C(N)=O)cc1)c1ccccc1 (configuration not stated)	-17	100	5	-2	1	6	-7	-0.7	3	-4
COc1cccc(CNC(=O)c2ccc(C3SCCS3)cc2)c1	-7	97	0	-1	1	1	-3	-4.9	5	-6
Cc1c(C)c2ccc(OCC(=O)NCCc3c[nH]c4ccccc34)c(C)c2oc1=O	x	105	11	x	-2	9	3	-1.2	6	-1
Oc1ccc(Cl)cc1CNc1ccc(Br)cn1	-3	100	-15	3	-2	0	-18	6.3	5	-1
Cc1cc(C(=O)N/N=C/c2ccc(-c3ccccc3Cl)o2)n[nH]1	-3	96	-2	-4	1	15	0	1.4	-5	-4
COC(=O)c1ccc2c(=O)[nH]c(CN3c4ccccc4CC3C)nc2c1 (configuration not stated)	-6	99	13	-2	-1	-2	4	-1.6	1	4
Cc1cc(C)c(S(=O)(=O)N(CC(=O)N2CCOCC2)C2CCCCC2)c(C)c1	-4	99	0	-2	-2	-2	-3	2.5	-3	0
O=C(Cc1n[nH]c(=O)c2ccccc12)OCC(=O)c1ccc(F)c(F)c1	-5	89	27	-7	2	1	-8	0.1	-4	1
Cc1cccc(-n2nnc3cnn(C)c3c2=O)c1	-8	94	15	1	1	-1	-9	-2.1	-1	1
CC(=O)NC(Cc1ccccc1C)C(=O)NC1CCN(c2nnnn2-c2ccccc2)CC1 (configuration not stated)	8	215	-1	2	0	-3	1	-0.4	1	7
CCOC(=O)C1=C(c2ccccc2)N=c2s/c(=C\c3ccco3)c(=O)n2C1c1cccs1 (configuration not stated)	x	105	1	5	-2	1	-8	-2.3	9	-2
CCCCOC(=O)CCCN1C(=O)/C(=C2\SC(=S)N(CCCC(=O)OCCCC)C2=O)SC1=S	-14	103	8	13	4	2	0	-0.7	2	3
COc1ccc(-c2ccc(CN3C(CC(C)C)C(=O)N(Cc4cn(CCC5OCCCO5)nn4)CCS3(=O)=O)cc2)cc1OC (configuration not stated)	-5	96	44	16	1	2	0	-1.6	7	-1
Cc1cccc(OCCOC(=O)c2ccc(F)c(S(=O)(=O)N3CCOCC3)c2)c1	-5	96	-10	-1	0	3	5	-1.6	2	-3
CC(C)Oc1ccc(C(=O)OC(C)C(=O)Nc2nc(-c3cccc([N+](=O)[O-])c3)cs2)cc1 (configuration not stated)	-1	101	-3	-2	-2	-7	-7	0.2	5	1
Cc1cc(Cl)ccc1OCCCC(=O)N1CCN(C(=O)c2ccco2)CC1	-5	95	-3	4	0	-2	4	-1.5	2	0
NC(=O)CCCCC(=O)OCCCc1cccs1	-3	99	2	0	-1	-1	-6	1.3	-8	1
COC(=O)c1ccc(CN2[C@H](C(=O)OC)C[C@@]3(O)[C@H](O)[C@H](O)[C@H](O)C[C@@H]23)cc1	-13	99	-2	-2	1	2	-3	-0.8	4	4
O=C1CCC[C@@H]2C[C@@]3(C[C@@H]4CCN1[C@H]24)Nc1cc(Cl)ccc1NC3=NC1CCCCC1	-10	104	0	11	0	76*	5	-0.5	20	-9
O=C(O)c1ccc2c(=O)n3cc(C(=O)c4ccccc4O)cc(Cl)c3nc2c1	7	111	-3	0	-2	-3	4	0.3	11	6
Cc1c(CCC(=O)NCCCN2CCCC2=O)c(=O)oc2cc(O)ccc12	x	93	3	x	3	0	-2	-3.5	9	-4
Cn1nccc1C(=O)N1CCCC(C(=O)c2cccc3ccccc23)C1 (configuration not stated)	17	96	-3	7	0	-3	1	-1.6	8	-1
COc1ccc([C@H]2CC(=O)C=C(c3cc(OC)ccc3OC)C2)cc1	-8	99	-5	-3	13	-12	-3	-0.3	-12	1
COc1ccc(C2C(C(C)=O)=C(C)Nc3ncnn32)cc1 (configuration not stated)	-6	101	12	1	2	-8	-2	0.5	27	0
COc1ccccc1-c1nc(C#N)c(N2CCN(c3ccccc3)CC2)o1	x	101	-12	-29	1	-3	-7	1.1	-2	-2
COC(=O)C1CCCCN1C(=O)c1ccc(OC2CCN(C(C)=O)CC2)c(OC)c1 (configuration not stated)	-6	102	1	-2	3	-7	1	0.3	4	2
CCC(=O)N1CCN(c2c(Cl)cccc2[N+](=O)[O-])CC1	-6	107	-1	-3	0	-4	-6	-2.7	3	-4
CC[C@]12c3[nH]c4ccc(Cl)cc4c3CCN1C(=O)[C@@H](CC(=O)NCCc1ccccn1)C[C@@H]2C(=O)N1CCN(C(=O)c2ccco2)CC1	-4	102	17	9	3	-3	12	1.0	5	8
CCSc1nnc(NC(=O)CSc2nnc(CNC(=O)c3cc(OC)c(OC)c(OC)c3)o2)s1	-18	105	8	9	0	1	-12	1.2	10	3
Cc1c(C(=O)N2CCCCC2C)sc2ncnc(N3CCc4ccccc4C3)c12 (configuration not stated)	-7	102	-13	0	2	0	4	0.9	-4	1
COc1cc2c(cc1OC)C(c1ccc(C)cc1)NC(=O)C2 (configuration not stated)	-5	93	3	3	2	-15	-2	-1.0	6	0
O=C1C=C(Nc2cccc3cccnc23)c2ccccc2C1=O	-20	166	-5	-4	21	7	-18	0.4	-6	3

Arranged by count of non-hydrogen atoms (rising): part of the list above
SMILES	CaV13 ICDI inh	ABCB6 inh 2	H9c2 protect	PDI turbidity	N-glyco inh	Exocytosis inh	ABHD5-PLIN5 inh	MC4R ag barr	MC4R antagonist	HTR2A ag
CCC(=O)N1CCN(c2c(Cl)cccc2[N+](=O)[O-])CC1	-6	107	-1	-3	0	-4	-6	-2.7	3	-4
COc1ccc(C2C(C(C)=O)=C(C)Nc3ncnn32)cc1 (configuration not stated)	-6	101	12	1	2	-8	-2	0.5	27	0
COc1cc2c(cc1OC)C(c1ccc(C)cc1)NC(=O)C2 (configuration not stated)	-5	93	3	3	2	-15	-2	-1.0	6	0
O=C1C=C(Nc2cccc3cccnc23)c2ccccc2C1=O	-20	166	-5	-4	21	7	-18	0.4	-6	3
COc1ccc([C@H]2CC(=O)C=C(c3cc(OC)ccc3OC)C2)cc1	-8	99	-5	-3	13	-12	-3	-0.3	-12	1
Cn1nccc1C(=O)N1CCCC(C(=O)c2cccc3ccccc23)C1 (configuration not stated)	17	96	-3	7	0	-3	1	-1.6	8	-1
COc1ccccc1-c1nc(C#N)c(N2CCN(c3ccccc3)CC2)o1	x	101	-12	-29	1	-3	-7	1.1	-2	-2
COC(=O)C1CCCCN1C(=O)c1ccc(OC2CCN(C(C)=O)CC2)c(OC)c1 (configuration not stated)	-6	102	1	-2	3	-7	1	0.3	4	2
O=C1CCC[C@@H]2C[C@@]3(C[C@@H]4CCN1[C@H]24)Nc1cc(Cl)ccc1NC3=NC1CCCCC1	-10	104	0	11	0	76*	5	-0.5	20	-9
CCSc1nnc(NC(=O)CSc2nnc(CNC(=O)c3cc(OC)c(OC)c(OC)c3)o2)s1	-18	105	8	9	0	1	-12	1.2	10	3
CC[C@]12c3[nH]c4ccc(Cl)cc4c3CCN1C(=O)[C@@H](CC(=O)NCCc1ccccn1)C[C@@H]2C(=O)N1CCN(C(=O)c2ccco2)CC1	-4	102	17	9	3	-3	12	1.0	5	8
